Screening data deposited in PubChem BioAssay by The Scripps Research Institute Molecular Screening Center.
HCV core dimer: blocks dimerization of HCV core protein | TR-FRET GST/Flag-core106 dimerization, 1536-well | inhibition, % at 5 µM | 300,000 tested, 0.33% active;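 active = inhibition above the mean of all tested compounds plus 3 SD, set per screening campaign, cut at about 45% in these data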
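System – GST-tagged and Flag-tagged HCV core protein residues 1-106 · Repeats – one well for each compound · Technique – TR-FRET 671 and 617 nm emission · Doses – one concentration, 5 µM, in 0.5% DMSO · Times – 4 h, 22.5 °C incubation · Also added – Eu donor and XL665 acceptor anti-tag antibodies · Measure – percent inhibition of core106 dimerization signal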
AHR activator: activators of human aryl hydrocarbon receptor | AHR-responsive luciferase reporter cells, luminescence | activation, % at 5 µM | 320,000 tested, 2.5% active; in the data active = activation above about 47%;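 note: 0% = vehicle wells and 100% = reference agonist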
CTSL1 counter: blocks F. hepatica cathepsin L1 in PFM18AAP counter-screen; inhibition, % at 5.96 µM; recombinant F. hepatica cathepsin L1, Z-Leu-Arg-MCA fluorescence; 300,000 tested, 0.49% active;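 active = inhibition above the mean of all tested compounds plus 3 SD, set per screening campaign, cut at about 17% in these data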;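 note: 0% = plate median of test compound wells and 100% = 1 µM Z-Phe-Ala-diazomethylketone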
procasp7 counter: activates human procaspase-7, counter-screen for procaspase-3 activators. recombinant procaspase-7, Ac-DEVD-pNA absorbance 405 nm; D23A/D198A/D206A triple mutant, cannot self-cleave; scale: DMSO 0, 5 µM enzyme 100. activation, % at 8.5 µM. 330,000 tested, 0.093% active. AID 463210;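 active = percent activation above the screen-wide mean plus 3 SD, cut at about 25% in these data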
Target sequence (P55210 whole entry D23A/D198A/D206A): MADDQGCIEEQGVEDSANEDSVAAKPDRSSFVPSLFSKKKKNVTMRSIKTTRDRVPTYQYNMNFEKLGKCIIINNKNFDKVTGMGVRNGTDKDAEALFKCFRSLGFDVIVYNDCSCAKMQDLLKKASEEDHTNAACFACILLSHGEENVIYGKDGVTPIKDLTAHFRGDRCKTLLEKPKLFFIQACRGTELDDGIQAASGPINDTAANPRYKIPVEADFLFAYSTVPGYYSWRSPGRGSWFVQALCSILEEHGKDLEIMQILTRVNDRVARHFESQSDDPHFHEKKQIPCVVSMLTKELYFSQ
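Assay system: Uncleavable procaspase-7 mutant enzyme | Input: 2 µM procaspase-7 mutant as dispensed | Timing: 1 h compound preincubation, 2 h substrate cleavage, 25 °C | Repeats: One well per compound | Control set: DMSO wells as 0%, DMSO with 5 µM added PC-7 as 100% | Technique: Epi-absorbance of released pNA at 405 nm, two timepoints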
PP1 counter: blocks human PP1-alpha phosphatase, a PP5 counter-screen; 320,000 tested, 0.9% active; purified PP1alpha, OMFP fluorescence; inhibition, % at 6.7 µM;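 active = inhibition above the mean inhibition of all tested compounds plus 3 SD, computed separately for each screening campaign, cut at about 15% in these data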
Target sequence (P62136 whole entry, looked up): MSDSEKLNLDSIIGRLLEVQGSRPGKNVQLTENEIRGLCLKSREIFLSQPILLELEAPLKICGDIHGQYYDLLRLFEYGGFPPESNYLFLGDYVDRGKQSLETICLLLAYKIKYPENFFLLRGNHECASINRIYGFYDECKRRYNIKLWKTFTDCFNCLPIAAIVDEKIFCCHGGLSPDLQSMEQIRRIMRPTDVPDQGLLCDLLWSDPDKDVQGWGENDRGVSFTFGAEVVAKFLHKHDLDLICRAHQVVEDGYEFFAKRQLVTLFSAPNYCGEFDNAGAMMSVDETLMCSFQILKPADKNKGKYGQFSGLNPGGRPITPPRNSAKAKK
PAFAH2 inh: PAFAH2 (human) inhibition; Q99487; recombinant PAFAH2, FP-rhodamine activity probe, fluorescence polarization; inhibition, % at 3.39 µM; 340,000 tested, 0.99% active; AID 492956;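 active = inhibition above the mean over all tested compounds plus 3 SD, cut at about 30% in these data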;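 note: inhibitors block probe labeling of enzyme so polarization drops; 0% = enzyme with DMSO and 100% = wells lacking PAFAH2 protein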
PP5 inh: inhibitors of human protein phosphatase 5 (PP5). P53041. purified PP5c, OMFP substrate fluorescence. inhibition, % at 6.7 µM. 320,000 tested, 0.18% active. AID 1987;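 active = inhibition above the campaign's mean inhibition across all tested compounds plus 3 SD, cut at about 9.5% in these data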;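 note: 0% = DMSO only and 100% = 100 µM cantharidin control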
procasp3 activ: procaspase-3 (human) activation | 330,000 tested, 0.11% active | recombinant procaspase-3 D3A, Ac-DEVD-pNA absorbance 405 nm | AID 463141 | P42574 | activation, % at 8.5 µM;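 active = activation above the mean of all tested compounds plus 3 SD, cut at about 21% in these data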;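 note: 0% = DMSO alone and 100% = DMSO wells spiked with extra 5 µM PC-3 D3A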
Target sequence (P42574 whole entry D9A/D28A/D175A): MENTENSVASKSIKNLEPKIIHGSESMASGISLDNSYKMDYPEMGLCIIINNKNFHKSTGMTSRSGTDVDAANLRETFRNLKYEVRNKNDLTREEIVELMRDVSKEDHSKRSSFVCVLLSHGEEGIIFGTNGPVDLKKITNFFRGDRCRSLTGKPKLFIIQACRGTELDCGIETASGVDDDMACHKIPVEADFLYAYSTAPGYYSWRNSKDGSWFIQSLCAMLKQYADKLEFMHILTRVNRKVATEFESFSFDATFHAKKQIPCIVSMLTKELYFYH
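assay system = Procaspase-3 D3A mutant | signal = absorbance at 405 nm, 0 and 120 min | times = 1 h preincubation plus 2 h reaction at 25 °C | repeats = single replicate | read-out = % activation between DMSO and enzyme-spiked controls | medium = Zinc-free HEPES saline buffer with Triton X-100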
TPT1 inh: blocks Candida albicans tRNA 2'-phosphotransferase | recombinant caTPT1, FP RNA substrate dephosphorylation | inhibition, % at 5 µM | 300,000 tested, 0.81% active | AID 1962;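 active = inhibition above the mean of all tested compounds plus 3 SD, set per screening campaign, cut at about 24% in these data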;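 note: plate controls were DMSO alone for no effect and ferristatin control at 100 nM for full effect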
Numbers without * were called inactive; nt = no result given; + = active, no number. This is a random part of the collection; 5.6% or so of the library scored in one or more.

SMILES | HCV core dimer | AHR activator | CTSL1 counter | procasp7 counter | PP1 counter | PAFAH2 inh | PP5 inh | procasp3 activ | TPT1 inh
CCC(Oc1ccccc1)C(=O)OCC(=O)Nc1sccc1C(N)=O (stereo not drawn) | nt | 0 | nt | 10 | -3 | -1 | 2.1 | 2 | nt
Cc1ccc(S(=O)(=O)N2CCOCC2)cc1C(=O)OCC(=O)NC1CCCC1 | nt | 0 | nt | -6 | nt | 19 | nt | 6 | nt
CNC(=O)COC(=O)c1ccc(NC(=O)CC#N)cc1 | -5 | -2 | 0 | -3 | -2 | 4 | 0.0 | 5 | 2
Cc1ccc(CN(Cc2ccco2)C(=S)NCC(=O)NC2CC2)cc1 | 3 | 1 | 1 | -4 | -2 | 2 | 0.9 | -6 | 3
COc1ccc2ccccc2c1C1CC(=O)N2CN(C3CCCCC3)CSC2=C1C#N (stereo not drawn) | 19 | 0 | -1 | -18 | 4 | 4 | 2.0 | -24 | 0
Cc1cc(C)c(C#N)c(SCc2[nH]nc3c2C(c2ccccc2)C(C#N)=C(N)O3)n1 (stereo not drawn) | 9 | 1 | 8 | 0 | 0 | -1 | 1.6 | -3 | -1
CCN1C(=O)C(CC(=O)Nc2ccc(OC)cc2)N(Cc2ccc(OC)c(OC)c2)C1=S (stereo not drawn) | -2 | 0 | -2 | 0 | -3 | nt | 2.0 | 5 | 1
CCCN(C(=O)CCOc1ccc(C(C)(C)C)cc1)c1c(N)n(Cc2ccccc2)c(=O)[nH]c1=O | 0 | -2 | 3 | 5 | -6 | -2 | 1.0 | 3 | 4
O=C(Nc1ccc(Cl)cn1)C1CC1 | 2 | -1 | 1 | 4 | -5 | 0 | -0.8 | -6 | -3
CCOC(=O)C1=C(CS(=O)(=O)c2ccc(C)cc2)NC(=O)NC1c1cc(OC)c(O)c(OC)c1 (stereo not drawn) | -7 | -1 | 0 | 4 | 0 | -1 | 1.9 | -2 | -7
COc1ccc(OC(=O)COc2ccc(Cl)cc2)cc1 | 11 | 1 | -12 | 10 | -2 | 4 | -0.8 | 4 | -3
CCCCN(C(=O)c1cccc(S(=O)(=O)N2CCN(C)CC2)c1)c1c(N)n(CCC)c(=O)[nH]c1=O | -2 | 3 | 5 | 2 | -6 | 1 | -0.2 | -3 | -4
COc1ccc(CCNC(=O)CSc2ccccn2)cc1 | 2 | 2 | -1 | 5 | -5 | 2 | 0.1 | 7 | 0
COc1ccc(-c2cc3nc(C)c(CCC(=O)NC(C)CCc4ccco4)c(C)n3n2)c(OC)c1 (stereo not drawn) | -1 | 5 | 9 | 8 | -1 | 0 | 2.9 | 0 | 1
C=CCOc1ccc(/C=N/NC(=O)c2c(C)nc3ccc(Cl)cn23)cc1 | 0 | 18 | 6 | 11 | 8 | -1 | -2.1 | -12 | -1
Cc1ccc(S(=O)(=O)N2CCOCC2)cc1NC(=O)COC(=O)CSc1ccc(Br)cc1C | 2 | -2 | -5 | 9 | 1 | 7 | 11* | 0 | 0
Cc1nonc1C1CCCN1Cc1cn[nH]c1-c1ccc2c(c1)OCO2 (stereo not drawn) | 2 | 37 | -1 | 7 | -5 | 1 | -0.3 | -1 | 4
O=C(COc1ccc2c(c1)oc(=O)c1ccccc12)NCCCN1CCOCC1 | 7 | -5 | -2 | 4 | 1 | 2 | -0.3 | 0 | 2
Cn1cnc(S(=O)(=O)NCc2cccs2)c1 | 8 | 1 | 0 | -3 | -1 | 3 | 1.3 | 8 | 0
COc1ccc(CC(=O)N(C)CC(=O)Nc2ccc(F)cc2)cc1S(=O)(=O)N1CCOCC1 | nt | 2 | nt | 2 | -5 | 3 | -1.4 | -1 | nt
CC(C)Oc1ccc(Cn2c(-c3ccco3)n[nH]c2=S)cc1 | 0 | 6 | -1 | -27 | -3 | 4 | 0.1 | -16 | -3
COc1ccc(NC(=O)COC(=O)C2CCN(S(=O)(=O)c3cccs3)CC2)cc1OC | nt | -1 | nt | -7 | nt | 5 | nt | 2 | nt
O=C(COC(=O)/C=C/c1ccccc1[N+](=O)[O-])NCC1CCCO1 (stereo not drawn) | -5 | 0 | -14 | -3 | -2 | 27 | 0.3 | 0 | 0
Cc1ccc(NC(=O)c2cc(C)nc3ccccc23)c(Br)c1 | -7 | 15 | 4 | -3 | -3 | 0 | 3.0 | -1 | 1
COC(=O)CN(C(=S)Nc1ccc(Cl)cc1)C1CC(=O)N(c2ccc(OC)cc2)C1=O (stereo not drawn) | 0 | 1 | 1 | -11 | 3 | -2 | 2.3 | 4 | 1
COc1ccccc1NC(=O)CN1CCN(Cc2ccccc2)CC1 | 2 | 5 | -1 | 13 | -2 | -5 | 0.5 | 3 | -5
CCOC(=O)Cn1nc(CC)c2ccccc2c1=O | -4 | 3 | -3 | 8 | 1 | 7 | 1.1 | 3 | -2
Cc1cc(NC(=O)CCC(=O)N(CCC(C)C)C(C(=O)NC2CCCC2)c2cccnc2)no1 (stereo not drawn) | 3 | 0 | 2 | 0 | -1 | -5 | 0.4 | -2 | 0
Cc1ccc(C)c(Nc2ccc(C(=O)NCCc3ccccc3)cn2)c1 | 2 | -5 | -2 | 6 | 0 | 2 | 4.7 | 5 | 0
CCn1c(SCC(=O)c2c(N)n(C3CC3)c(=O)[nH]c2=O)nc2cc(S(N)(=O)=O)ccc21 | nt | 0 | nt | 5 | 3 | 1 | -2.1 | 1 | nt
COc1cccc(NC(=S)NN=C2CCC(C(C)(C)C)CC2)c1 (stereo not drawn) | 1 | 0 | 20* | -1 | 0 | 1 | -0.2 | -11 | 2
O=C(CN1C(=O)C2CC=C(Cl)CC2C1=O)NCc1ccccc1 (stereo not drawn) | -2 | -2 | 9 | 11 | -4 | 20 | 0.1 | -2 | -24
C/C=C/c1ccc(OCC(=O)OCC)c(OC)c1 | 5 | -3 | -5 | -11 | 0 | -1 | -0.2 | -2 | -2
Clc1cccc(Cc2nn[nH]n2)c1 | -1 | 1 | 0 | -4 | -1 | -2 | -1.0 | 0 | -8
Cc1ccccc1CCNC(=O)C1CCC(=O)N(C2CCCCCC2)C1 (stereo not drawn) | -7 | 1 | 2 | 5 | -1 | -1 | 0.3 | 0 | -3
COc1cc(/C=C/C(=O)NC(C)(C)C)ccc1OCc1ccccc1 | -6 | 10 | 2 | 11 | -4 | 1 | 0.9 | 2 | -7
COc1ccc(OCC(=O)NCCS(=O)(=O)N2CCN(c3ccc(F)cc3)CC2)cc1 | 4 | 2 | -2 | 10 | 0 | 2 | 2.5 | 11 | 0
Cc1ccc(Cl)cc1N1CCN(C(=O)CCCn2c(=O)c3cccn3c3cccnc32)CC1 | 9 | 6 | 3 | -5 | 6 | -2 | 1.7 | 0 | -2
S=C(NCCc1ccccc1)NCc1ccccc1Cl | -1 | 4 | 4 | -6 | 1 | 2 | 2.3 | 8 | 1
O=S(=O)(Nc1c(F)cccc1F)c1ccc(Cl)nc1 | -4 | 0 | -6 | -7 | -4 | -9 | -1.1 | 0 | -6

Some entries already given, limited to HCV core dimer and procasp7 counter.
SMILES	HCV core dimer	procasp7 counter
Cc1ccccc1CCNC(=O)C1CCC(=O)N(C2CCCCCC2)C1 (stereo not drawn)	-7	5
COc1cc(/C=C/C(=O)NC(C)(C)C)ccc1OCc1ccccc1	-6	11

Later entries.
SMILES | HCV core dimer | AHR activator | CTSL1 counter | procasp7 counter | PP1 counter | PAFAH2 inh | PP5 inh | procasp3 activ | TPT1 inh
Cc1noc(C)c1COc1cccc(C(=O)NCc2ccccc2Cl)c1 | 1 | 0 | 0 | 4 | 0 | -4 | 1.7 | -10 | 4
CCn1ccnc1CN(C)Cc1cn(-c2ccc(C)cc2)nc1-c1ccc(F)cc1 | 7 | 8 | 1 | 4 | 2 | 1 | 4.0 | -4 | 2
COc1cc(C)c(S(=O)(=O)NOCc2ccccc2)c(C)c1C | -7 | 1 | 1 | -20 | 1 | 0 | 5.1 | -10 | -2
Nc1c(C(=O)Nc2ccccc2F)sc2nc(-c3ccco3)ccc12 | 48* | -12 | -2 | -20 | 7 | 24 | 3.1 | -15 | 31*
CCc1ccc2c(c1)C(c1cccs1)=NNC(c1cccnc1)=N2 | 0 | 20 | 2 | 6 | -2 | 5 | 0.9 | 0 | 0
COc1ccc(C(=O)NC(=C(Cl)Cl)S(=O)(=O)c2ccc(C)cc2)cc1 | 2 | 3 | 5 | 12 | -7 | -4 | -1.2 | -2 | -2
COc1cccc(/C=C2\Oc3cc(OCC(=O)N4CCCCC4)ccc3C2=O)c1OC | -5 | 7 | 7 | 4 | 3 | 3 | 6.7 | -2 | -3
Cc1ccccc1CC(=O)N1CCN(C(=O)c2ccco2)CC1 | 0 | 0 | -1 | 7 | -4 | 2 | 3.8 | 1 | 2
Cc1nnc(-c2ccccc2)o1 | 1 | 2 | -5 | -2 | -1 | -4 | -2.3 | 0 | 0
CCOC(=O)C1CCN(C2=NC(=O)/C(=C/c3ccccc3OC)S2)CC1 | 1 | 5 | 2 | -4 | 1 | 0 | -1.8 | -5 | 2
CC(=O)c1ccccc1OC(=O)c1ccc(-c2ccccc2)cc1 | -1 | 10 | 6 | -1 | 3 | -1 | -1.8 | -8 | 4
COc1ccc(NS(=O)(=O)c2ccc(NC(C)=O)cc2)cc1OC | -2 | -1 | 0 | -9 | -1 | 3 | 1.3 | -3 | 0
C/C(=N\NC(=O)c1ccc(NS(=O)(=O)c2cccs2)cc1)c1ccncc1 | -2 | 10 | 1 | 6 | -1 | 6 | 0.9 | 10 | 0
CN(C)S(=O)(=O)c1ccc(NC(=O)COC(=O)Cn2[nH]c(=O)c3ccccc3c2=O)cc1 | 2 | -1 | -28 | 0 | -4 | 1 | 0.0 | -2 | 0
COc1ccc(N(C(=O)CNC(=O)c2cccs2)C(C(=O)NCC2CCCO2)c2ccccc2)c(OC)c1 (stereo not drawn) | -8 | -1 | 0 | -5 | 0 | -4 | 0.8 | 11 | -3
CCOc1cc(N(CC)CC)ccc1/C=C(/C#N)c1nc2ccccc2[nH]1 | 11 | 6 | 8 | -3 | -1 | 14 | 4.5 | -12 | +
CC(=O)Nc1ccc(/C=N/NC(=O)CNC(=O)c2ccccc2)cc1 | -2 | 1 | -1 | 4 | -3 | 5 | -0.1 | 4 | -1
CC(C)CN(C(=O)CCNC(=O)c1ccccc1Cl)C1CCS(=O)(=O)C1 (stereo not drawn) | nt | 20 | nt | 4 | -3 | -16 | -0.6 | 6 | nt
CCOC(=O)N1CCC(NC(=O)Cn2c3c(c(-c4ccccc4Cl)cc2=O)CCC3)CC1 | 19 | -2 | 0 | 7 | -2 | -1 | -1.1 | 2 | -1
CCCCCCN1C=C/C(=C\C=C(C#N)C#N)c2ccccc21 | 8 | 4 | 6 | 1 | -2 | -18 | 2.1 | -4 | 5
